Screening results: PubChem BioAssay, The Scripps Research Institute Molecular Screening Center
TAAR1 ag: agonists of human TAAR1; AID 624467; 360,000 tested, 0.99% active; CHO RD-HGA16 TAAR1, Fluo-8 calcium fluorescence; vehicle wells 0%, saturating PEA agonist 100%; activation, % at 3 µM;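 active = activation above the mean activation of all test compounds in the run plus 3 SD, cut at about 38% in these data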
Target sequence (Q96RJ0 whole entry, looked up): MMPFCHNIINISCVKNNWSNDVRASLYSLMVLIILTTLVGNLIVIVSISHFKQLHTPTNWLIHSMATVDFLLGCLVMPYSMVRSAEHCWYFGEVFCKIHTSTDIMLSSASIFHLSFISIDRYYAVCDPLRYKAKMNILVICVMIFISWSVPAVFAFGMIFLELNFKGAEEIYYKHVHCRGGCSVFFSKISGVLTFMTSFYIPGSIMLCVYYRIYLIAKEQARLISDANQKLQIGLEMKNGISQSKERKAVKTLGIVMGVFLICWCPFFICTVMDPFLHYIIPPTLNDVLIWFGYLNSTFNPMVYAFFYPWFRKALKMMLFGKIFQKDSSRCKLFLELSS
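Benchmarks: low control DMSO, high control PEA (EC100); System: CHO RD-HGA16 cells carrying human TAAR1 plus Gα16; Detection: Fluo-8 fluorescence, 5 s baseline then 140 s kinetic read; Schedule: 17-24 h plating, Fluo-8 75 min 37 °C, 30 min RT; Read-out basis: % activation from peak over basal fluorescence ratio, DMSO-to-PEA scaled.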
M4 ag: CHRM4 agonism in calcium assay; P08173; CHO-K1 hM4/Gqi5, Fluo-8 calcium fluorescence; vehicle 0%, full acetylcholine response 100%; activation, % at 3 µM; 360,000 tested, 0.14% active; AID 624127;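 active = activation above the run mean over all test wells plus 3 SD, cut at about 32% in these data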;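 note: peak over basal fluorescence ratio per well then scaled between controls; 0% = DMSO wells and 100% = acetylcholine at EC100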
CHRM4 antagonist: blocks acetylcholine activation of human M4 receptor; P08173; CHO-hM4 cells, ACh EC80, Fluo-8 calcium fluorescence; inhibition, % at 3 µM; 360,000 tested, 0.73% active; AID 624125;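 active = inhibition above its plate's cutoff, the mean inhibition of sample wells plus 3 SD, cut at about 27% in these data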;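 note: 0% = acetylcholine EC80 with DMSO and 100% = DMSO without agonist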
CHRM5 agonist: CHRM5 agonism in calcium assay; 360,000 tested, 0.19% active; AID 624037; activation, % at 3 µM; CHO-K1 hM5 cells, Fluo-8 calcium fluorescence; 0% DMSO wells, 100% maximal acetylcholine response;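 active = activation above the run's mean over test compounds plus 3 SD, cut at about 23% in these data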;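 note: signal is peak over basal fluorescence ratio across the kinetic read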
Target sequence (P08912 whole entry, looked up): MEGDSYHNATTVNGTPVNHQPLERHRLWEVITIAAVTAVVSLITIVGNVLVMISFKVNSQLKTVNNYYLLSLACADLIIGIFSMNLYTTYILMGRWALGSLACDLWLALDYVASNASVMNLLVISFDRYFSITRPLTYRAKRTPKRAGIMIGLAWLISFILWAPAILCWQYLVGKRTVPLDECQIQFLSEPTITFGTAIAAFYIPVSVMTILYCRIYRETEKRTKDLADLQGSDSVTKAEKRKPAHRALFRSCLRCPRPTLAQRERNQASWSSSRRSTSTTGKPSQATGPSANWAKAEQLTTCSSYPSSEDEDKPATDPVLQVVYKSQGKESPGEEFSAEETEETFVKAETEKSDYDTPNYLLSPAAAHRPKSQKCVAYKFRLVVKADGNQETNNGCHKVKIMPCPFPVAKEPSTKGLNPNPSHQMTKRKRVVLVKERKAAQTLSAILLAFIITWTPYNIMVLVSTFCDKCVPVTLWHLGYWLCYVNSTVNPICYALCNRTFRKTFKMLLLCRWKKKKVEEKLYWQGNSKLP
M5 PAM: positive allosteric modulators of human muscarinic M5 receptor | 360,000 tested, 0.3% active | AID 624038 | activation, % at 3 µM | CHO-K1 hM5, Fluo-8 calcium, ACh EC20 PAM; 0% = ACh EC20, 100% = ACh EC100 | P08912;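 active = activation above the run cutoff, the mean activation of all test compounds plus 3 SD, cut at about 18% in these data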
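Assay system: CHO-K1 hM5 cells. Also added: acetylcholine at EC20 concentration, added after compound. Dosing: 3 µM, single dose. Times: compound preincubation 140 s before EC20 acetylcholine addition. Signal: Fluo-8 calcium fluorescence. Measure: % activation relative to EC20 and EC100 ACh responses. Repeats: singlicate, one well per test compound.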
M1 PAM: positive allosteric modulators of human M1 muscarinic receptor | P11229 | CHO-K1 hM1, Fluo-8 calcium fluorescence, ACh EC20; 0% = ACh EC20, 100% = maximal ACh | activation, % at 3 µM | 360,000 tested, 0.088% active | AID 588819; in the data active = activation above about 19%, passing the limit was not always enough
CHRM1 antagonist: human CHRM1 antagonism. inhibition, % at 3 µM. 360,000 tested, 1.3% active. CHO-K1 hM1, Fluo-8 calcium fluorescence, ACh EC80 antagonist;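 active = percent inhibition above its own plate's cutoff, namely the mean of that plate's compound wells plus 3 SD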;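 note: peak over basal fluorescence ratio during 140 s after agonist addition; 0% = ACh EC80 plus DMSO and 100% = DMSO alone without agonist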
CHRM1 agonist: agonists of human M1 muscarinic receptor. P11229. CHO-K1 hM1, Fluo-8 calcium fluorescence, agonist mode; 0% DMSO, 100% acetylcholine EC100. activation, % at 3 µM. 360,000 tested, 0.33% active;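 active = activation above the run's mean compound activation plus 3 SD, cut at about 16% in these data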;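 note: peak over basal fluorescence ratio within a 140 s kinetic read after compound addition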
M5 antag: antagonists of human muscarinic M5 receptor (CHRM5); P08912; CHO-hM5 cells, Fluo-8 calcium fluorescence, ACh EC80; inhibition, % at 3 µM; 360,000 tested, 0.59% active;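 active = inhibition above a per-plate cutoff, the mean of that plate's test compounds plus 3 SD, cut at about 27% in these data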;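 note: 0% = acetylcholine EC80 with DMSO and 100% = DMSO without agonist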
The depositor's hits bear a star; · = no result given. Some of the compounds tested (hit frequency here may not be typical).

SMILES	TAAR1 ag	M4 ag	CHRM4 antagonist	CHRM5 agonist	M5 PAM	M1 PAM	CHRM1 antagonist	CHRM1 agonist	M5 antag
CCOC1=C2CN(S(=O)(=O)c3ccc(C)cc3)[C@H](c3ccccc3)C[C@@H]2N(S(=O)(=O)c2ccccc2)[C@H](c2ccccc2)C1	2	0	-3	3	7	-4	7	-2	-5
Oc1cccc2cc3cccc(O)c3c(O)c12	·	1	5	0	-4	-2	-16	-2	0
N#Cc1ccccc1OCC(=O)NCCNC(=O)COc1ccccc1C#N	1	2	-9	3	-1	-2	8	-4	3
Cc1ccc2occ(/C=N/NC(N)=S)c(=O)c2c1	-1	0	-22	-3	-1	6	-5	-6	-8
Cc1cc(SCC(=O)c2cccs2)nc2c(C)cccc12	0	0	-9	-1	3	6	-6	-3	-13
CNS(=O)(=O)c1cn(CC(=O)NCc2ccccc2OC)cc1S(=O)(=O)NC	2	1	-1	-1	-6	9	-10	-4	10
CCOc1cc(/C=N/N=C2/NC(=O)C(CC(=O)O)S2)ccc1OS(=O)(=O)c1ccc(C)cc1 (stereo unspecified)	4	1	-3	-5	-8	13	-8	-7	-2
CCOc1ccc(NC(=O)c2nnn(CC(=O)Nc3ccccc3OC)c2N)cc1	5	3	6	5	4	7	-21	1	-4
Cc1nnc(SCC(=O)NNC(=O)c2ccc(Cl)cc2)s1	2	1	8	-1	-1	5	-2	-1	19
Cc1ccsc1C(=O)OCC(=O)N(C)C1CCCCC1	0	14	5	4	-8	-2	3	-4	11
N#Cc1c(N2C(=O)Nc3ccccc3N2O)sc2c1CCCCCC2	3	-1	16	-3	7	9	-10	-6	-4
COC(=O)c1c(NC(=O)c2ccco2)sc(C)c1C	4	1	-1	-3	12	-1	-16	-4	-6
O=C(NCCc1cccc(F)c1)/C(=C/c1cccnc1)NC(=O)c1ccccc1	7	2	0	-1	-2	0	8	-5	-2
Cc1ccc(OC(C)C)c(CN(CCO)CCO)c1	10	0	-6	-2	-2	-4	-9	-4	-1
COc1cc(C2C(C(=O)N3CCOCC3)=C(C)NC3=C2C(=O)CCC3)ccc1OC(C)=O (stereo unspecified)	2	0	0	0	0	-1	-2	-2	-9
COCCNC(=O)CS(=O)Cc1nc(-c2ccccc2C)oc1C (stereo unspecified)	2	1	1	0	-5	0	3	-4	3
O=C(O)CCCC(=O)Nc1ccc(C(=O)N2CCCCC2)cc1	-2	1	3	0	-1	1	1	-1	6
NNC(=S)Nc1c(F)cc(F)cc1Br	0	0	5	3	5	6	-7	-4	-8
CNC(=O)c1cc(S(=O)(=O)N(C)C)ccc1Cl	6	0	-6	-1	2	11	-7	-5	0
COc1ccc(C(=O)OCCCN(C)C)cc1OC	1	1	10	-1	-5	2	2	-4	7
O=C(COC(=O)c1c[nH]c(=O)[nH]c1=O)Nc1cccc([N+](=O)[O-])c1	4	0	-2	4	0	17	-16	0	2
CCCC(=O)Nc1ccc(NC(=O)c2cccc(OC)c2)cn1	3	3	-9	0	-3	19	-17	2	6
O=C1OC(c2ccc(Br)cc2)=N/C1=C\c1ccco1	10	0	-3	1	8	-2	4	-6	-5
N=c1c(C(=O)NCc2ccco2)cc2c(=O)n3ccccc3nc2n1CC1CCCO1 (stereo unspecified)	9	0	-1	0	3	12	-22	-1	-1
COc1ccc(NC(=O)CSc2n[nH]c(=O)n2C2CC2)cc1OC	5	0	4	2	6	5	-1	1	-10

New compounds follow:
SMILES	TAAR1 ag	M4 ag	CHRM4 antagonist	CHRM5 agonist	M5 PAM	M1 PAM	CHRM1 antagonist	CHRM1 agonist	M5 antag
CN(C)/C=N/c1nc2ccc3c(c2s1)CCCC3	12	3	-5	3	-2	5	-6	-1	-3
NC(=O)C1CCN(c2nc(-c3ccccc3)nc3ccccc23)CC1	4	6	0	-2	-1	7	-2	-3	6
CCNC(=O)C(CCSC)NS(=O)(=O)c1ccc(C)cc1 (stereo unspecified)	-3	1	0	1	4	8	-4	0	0
CS(=O)(=O)N(CC(=O)Nc1ccccc1F)C1CCCCC1	3	-1	1	1	-6	11	-18	-4	7
Cc1ccc(Cn2c(SCC(=O)N(C)C3CCS(=O)(=O)C3)nc3ccccc3c2=O)cc1 (stereo unspecified)	1	3	-8	-3	5	12	-6	-4	0
CCc1nnc(NC(=O)CSc2nc(C)nc3c2c(=O)n(C)c(=O)n3C)s1	2	3	7	-3	-3	4	-5	-1	13
CC(C)(C)NC(=O)CSc1ncccc1-c1nc2ccccc2[nH]1	5	1	4	0	-5	1	3	-5	9
COc1ccc(-c2ccc(SCC(=O)NC3CCCC3)nn2)cc1OC	3	2	-9	-2	-2	9	-16	-3	14
O=C(CN1CCCC1)Nc1ccc(NC(=O)Nc2ccccc2)cc1	36	0	3	-3	3	8	-6	-4	-1
COc1c(O)cccc1-c1nnn(CCC(=O)OCC(=O)c2ccccc2)n1	0	14	-5	1	-12	-3	4	-1	1
Cc1cccc(NC(=O)C2c3ccccc3C(=O)N3CCc4ccccc4C23)n1 (stereo unspecified)	15	4	-2	4	-5	3	-7	0	5
Cc1ccc(-n2ncc(C(=O)Nc3cc(Cl)ccc3Cl)c2C2CCNCC2)cc1	1	2	-5	-5	-2	2	-1	-5	-9
Cc1cc(N/C=C(\C#N)S(=O)(=O)c2ccccc2Cl)nc(C)n1	17	0	-2	-1	-10	-3	6	-3	15
COc1ccc(S(=O)(=O)N2CCCC(C(=O)Nc3cccnc3)C2)cc1Cl (stereo unspecified)	12	11	8	1	-15	1	-9	0	11
Cc1cccc(NC(=S)NCCc2ccccc2)n1	3	-1	-7	-2	5	12	-10	-5	-16
Cc1cc2c(SCc3ccccc3Cl)nc(N)nc2nc1C	1	-1	-5	5	-13	3	-7	-1	26
O=C(c1ccc2nc[nH]c2c1)N1CCN(S(=O)(=O)c2cccc(Cl)c2)CC1	1	1	4	-7	-5	6	-3	-1	6
CCc1ccc2cc(C)cc(C)c2n1	0	1	-4	1	-3	2	1	1	5
Cc1ccc(-c2nn(-c3ccccc3)cc2C(=O)NCC(c2cccs2)N2CCOCC2)cc1 (stereo unspecified)	1	2	-16	2	-3	5	-16	-3	1
CCOC(=O)c1[nH]c2ccc(C)cc2c1N=CN(CC)CC	4	2	2	-5	1	0	-1	-3	-6
Cn1nc(NC(=O)C(F)(F)F)c2ncc(-c3ccccc3)nc21	0	1	-28	-2	-1	2	-7	-2	-3
COc1ccc(-n2nnnc2SC(C)C(N)=O)cc1 (stereo unspecified)	3	0	8	1	-3	-2	1	-4	9
CCCCc1nnc(NC(=O)C2CCN(c3ncnc4sc(C)c(C)c34)CC2)s1	1	1	-1	3	2	5	-9	-3	4
Cc1cc(=O)oc2cc(OCC(=O)NCCCN3CCOCC3)c(Cl)cc12	2	1	0	-3	-2	-3	12	-2	4
COc1ccccc1N(CC(=O)Nc1cc(C)on1)S(=O)(=O)c1cccc(C(F)(F)F)c1	-2	1	4	1	0	-9	7	-4	3

Ordered by SMILES length (descending): part of the list above.
SMILES	TAAR1 ag	M4 ag	CHRM4 antagonist	CHRM5 agonist	M5 PAM	M1 PAM	CHRM1 antagonist	CHRM1 agonist	M5 antag
Cc1ccc(-c2nn(-c3ccccc3)cc2C(=O)NCC(c2cccs2)N2CCOCC2)cc1 (stereo unspecified)	1	2	-16	2	-3	5	-16	-3	1
CCCCc1nnc(NC(=O)C2CCN(c3ncnc4sc(C)c(C)c34)CC2)s1	1	1	-1	3	2	5	-9	-3	4
CC(C)(C)NC(=O)CSc1ncccc1-c1nc2ccccc2[nH]1	5	1	4	0	-5	1	3	-5	9
CN(C)/C=N/c1nc2ccc3c(c2s1)CCCC3	12	3	-5	3	-2	5	-6	-1	-3

Continued:
SMILES	TAAR1 ag	M4 ag	CHRM4 antagonist	CHRM5 agonist	M5 PAM	M1 PAM	CHRM1 antagonist	CHRM1 agonist	M5 antag
O=[N+]([O-])c1ccccc1SNc1ccc(Br)cn1	4	0	-14	-11	-6	-1	-3	-9	2
O=C(CCN1C(=O)c2cccc3cccc(c23)C1=O)Nc1ccccc1	1	1	1	2	-2	-2	-3	-5	1
COCCN1C(=O)N(c2cccc(OC)c2)C(=O)C1CC(=O)Nc1ccc(OC)cc1 (stereo unspecified)	1	1	2	-1	-2	5	-6	-3	4
COc1cccc(Nc2nc3cc(OC)ccc3cc2C#N)c1	-3	14	0	-4	-16	-1	4	-5	16
CC(C)(C)c1ccc(C(=O)N2CCC(C(=O)N3CCCCC3)CC2)cc1	-1	1	-8	-4	2	-2	-10	-7	-6
O=C(NCc1ccco1)c1ccc2c(=O)n(-c3ccccc3)c(=O)n(Cc3cccc(F)c3)c2c1	0	7	-3	-1	-11	16	-10	2	8
CCOC(=O)C1(CC2CC2)CCN(S(=O)(=O)/C=C/c2ccccc2)CC1	3	1	-12	-8	-14	-8	6	-6	9
CCOC(=O)C1CCN(c2nc3ccccc3nc2C(C#N)C(=O)OC(C)COC)CC1 (stereo unspecified)	7	1	-9	-3	6	-1	-17	-1	-7
Cc1cnc(C(=O)OCC(=O)NC2CCCC(C)C2C)cn1 (stereo unspecified)	-1	1	14	-2	-11	-2	9	-1	7
CC(=O)Nc1ccc(NC(=O)CS(=O)(=O)c2cn(CC(=O)N3CCCCC3)c3ccccc23)cc1	0	1	0	-4	-1	4	-7	-3	0
CCS(=O)(=O)N1CCCC(C(=O)NCc2ccccc2Cl)C1 (stereo unspecified)	1	0	5	2	5	1	2	-3	-5
Cc1nn(CC2CC2)c(=O)n1N(C)c1ncc(C(F)(F)F)cc1Cl	3	1	-12	-7	-10	8	-5	-2	4
CC(O)CNc1nc2c(c(=O)n(C)c(=O)n2C)n1Cc1cccc(C(F)(F)F)c1 (stereo unspecified)	8	0	10	1	2	3	3	-3	-9
CSCC[C@H](NC(=O)[C@@H]1Cc2ccccc2CN1)C(=O)Nc1ccc2c(c1)OCCO2	4	2	3	-2	5	-2	7	-5	-17
COc1ccc(N=Cc2c(O)c3ccccc3n2C(C)=O)cc1	7	1	-2	3	-2	4	-5	-4	11
COCCNC(=S)NNc1ccccc1[N+](=O)[O-]	4	2	-10	4	14	13	-6	-2	-20
CC(=O)c1ccccc1NC(=O)C1CC(=O)N(c2ccc3c(c2)OCCO3)C1 (stereo unspecified)	2	2	4	2	-4	-2	2	-2	2
CC(C)(C)c1ccc(-n2nc(C#N)c(Cl)cc2=O)cc1	13	5	54*	-2	0	-17	45*	-11	33*
O=C(COc1cc(F)ccc1[N+](=O)[O-])Nc1ccc(N2CCCCC2)cc1	1	1	-3	-3	2	2	-5	-3	-1
Cc1nnc(SCC(=O)Nc2cccc(Br)c2)s1	3	2	-1	2	1	9	-14	-1	0
O=C(Nc1nccs1)c1ccc(COc2ccccc2Cl)o1	3	9	-8	-8	-4	1	-6	-7	13
Cc1cccn2c(=O)c(C=O)c(N3CCN(C)CC3)nc12	2	0	2	-1	14	-3	9	-4	0
Cc1cc(NC(=O)OC(C)(C)C)c(-n2nnnc2C(C(=O)c2ccccc2)N2CCOCC2)cc1C (stereo unspecified)	-3	1	-6	-1	-6	·	·	·	19
